# Source: PubChem BioAssay
# KCNQ1 pot – potentiators or activators of human KCNQ1 potassium channel. B-score at 10 µM. 0.35% of 310,000 active. P51787. CHO-K1 KCNQ1, thallium flux FluxOR fluorescence; hits give high values. AID 2648;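 active means fluorescence ratio B-score, a plate-corrected score, at least three library SD, with initial intensity B-score within 5 SD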
# Target sequence (P51787 whole entry, looked up): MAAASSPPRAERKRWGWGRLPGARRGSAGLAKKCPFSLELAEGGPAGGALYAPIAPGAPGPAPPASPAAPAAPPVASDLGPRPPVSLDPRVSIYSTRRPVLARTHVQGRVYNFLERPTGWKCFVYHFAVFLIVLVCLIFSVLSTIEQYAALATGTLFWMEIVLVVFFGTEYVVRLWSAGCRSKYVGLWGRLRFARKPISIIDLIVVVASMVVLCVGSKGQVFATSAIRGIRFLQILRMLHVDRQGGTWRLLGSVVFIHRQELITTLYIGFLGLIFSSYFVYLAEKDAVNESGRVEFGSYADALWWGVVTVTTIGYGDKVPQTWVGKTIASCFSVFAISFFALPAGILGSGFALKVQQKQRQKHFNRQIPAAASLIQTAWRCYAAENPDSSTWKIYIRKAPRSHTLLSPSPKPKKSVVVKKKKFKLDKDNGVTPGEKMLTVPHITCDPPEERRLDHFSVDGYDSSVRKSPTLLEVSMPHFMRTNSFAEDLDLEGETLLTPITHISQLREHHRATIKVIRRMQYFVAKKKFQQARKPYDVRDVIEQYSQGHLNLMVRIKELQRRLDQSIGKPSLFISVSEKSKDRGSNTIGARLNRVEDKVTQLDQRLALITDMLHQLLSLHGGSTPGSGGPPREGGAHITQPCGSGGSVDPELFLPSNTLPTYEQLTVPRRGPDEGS
#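 Doses: Single concentration per compound, DMSO matched to controls | Test system: KCNQ1-transfected CHO-K1 cells | Timing: 90 min dye loading and 20 min compound exposure, both at room temperature | Measured by: Kinetic FluxOR thallium fluorescence, 10-s 1-Hz baseline, 110-s post-stimulus read | Medium: Assay buffer with matched DMSO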
# RGS4 inh – inhibitors of human RGS4; B-score at 10 µM; 0.45% of 310,000 active; AID 463165; HEK293 M3R/RGS4 inducible, Fluo-4 calcium flux; hits give high values; triggered by carbachol at its EC20; P49798;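 active means B-score, a plate-corrected calcium signal, over three deviations above library mean, with baseline fluorescence within five deviations of library mean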;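 further: RGS4 expression induced by doxycycline in cells with stable M3 receptor; B-score is computed from the integrated fluorescence ratio over baseline after carbachol; higher B-score means a larger calcium signal and so more RGS4 inhibition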
# KCNQ1 block – inhibitors of human KCNQ1 potassium channel; P51787; 1.3% of 310,000 active; CHO-K1 KCNQ1, FluxOR thallium flux fluorescence; hits give high values; B-score at 10 µM;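 active means compounds whose thallium flux B-score, printed positive for inhibition, exceeds three library SD while starting fluorescence stays within three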;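 further: channel opened by potassium depolarization with thallium stimulus after 20 min compound exposure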
# KCNK3 inh – human KCNK3 channel inhibition, primary screen; O14649; CHO-KCNK3 thallium flux, FluxOR fluorescence; hits give low values; B-score at 10 µM; 0.84% of 340,000 active;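 active means B-score under library mean minus 4 SD, starting fluorescence ratio at most library mean plus 5 SD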;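 further: more negative B-score means stronger inhibition of thallium flux through KCNK3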
# KCNK9 block – human KCNK9 channel inhibition; B-score at 10 µM; HEK293 KCNK9, FluxOR thallium flux fluorescence; hits give low values; 1.2% of 310,000 active; Q9NPC2;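 active means ratio B-score over 3 SD below the library mean, with starting fluorescence within 5 SD of its mean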;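 further: negative B-score means less thallium flux so channel inhibition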
# Target sequence (Q9NPC2 whole entry, looked up): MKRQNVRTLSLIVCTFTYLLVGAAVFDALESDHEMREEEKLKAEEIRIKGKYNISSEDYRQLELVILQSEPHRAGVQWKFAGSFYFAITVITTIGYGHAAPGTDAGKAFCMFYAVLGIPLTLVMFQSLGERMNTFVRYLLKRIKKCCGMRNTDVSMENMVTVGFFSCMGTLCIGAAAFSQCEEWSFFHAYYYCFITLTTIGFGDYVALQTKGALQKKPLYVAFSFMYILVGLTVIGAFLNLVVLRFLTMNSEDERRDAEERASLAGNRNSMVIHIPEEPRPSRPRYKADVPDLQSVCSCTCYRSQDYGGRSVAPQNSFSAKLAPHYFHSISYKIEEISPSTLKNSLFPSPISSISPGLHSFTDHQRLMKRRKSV
# hERG protect – shields human hERG channel from block by proarrhythmic agents; CHO-hERG, FluxOR thallium flux, dofetilide IC70 present; activation (rescue from dofetilide block), less the hit threshold, % at 10 µM; 0.51% of 310,000 active;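 active means activation above the mean of controls blocked by dofetilide plus 5 SD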;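 further: thallium influx through hERG after potassium depolarization seen as dye fluorescence rise; in these data hits start at about 4.7%; inactives centre near -7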
# ANO1 block – blocks the mouse calcium-activated chloride channel TMEM16A; Q8BHY3; HEK293 TMEM16A/YFP iodide influx fluorescence, ionomycin; normalized B-score (activity score, 25-100; higher = stronger inhibition) at 10 µM; 1.2% of 310,000 active; AID 588511;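 active means ratio plate-corrected score three or more library SD toward inhibition, starting fluorescence score within five deviations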;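 further: score derived from kinetic fluorescence span divided by baseline fluorescence per well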
# TMEM16A act – activators or potentiators of mouse TMEM16A chloride channel; Q8BHY3; HEK293 TMEM16A/YFP-H148Q/I152L, iodide quench fluorescence; hits give low values; B-score at 10 µM; 0.3% of 340,000 active; AID 623877;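 active means fluorescence-ratio B-score plate-corrected deviation score at least 3 library SD below zero, with starting fluorescence score within 5 deviations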;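 further: channel opened by trigger with iodide after compound preincubation; score built on the fluorescence ratio of max minus min over baseline; more negative score means more quench and so TMEM16A activation or potentiation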
# MrgX1 allo act – human MrgX1 positive allosteric modulation, primary screen; Q96LB2; 0.63% of 310,000 active; B-score at 10 µM; AID 588675; MrgX1-HEK293, Fluo-4 calcium flux, FDSS; hits give high values;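 active means plate-corrected calcium response at least 3 library SD above typical, normal starting fluorescence, not activating the receptor alone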;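 further: compound read alongside a low EC10 to EC30 dose of BAM8-22 agonist; peak minus trough fluorescence over baseline measured at the second addition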
# MrgX1 agonist – activates human MrgX1 receptor signaling | Q96LB2 | MrgX1-HEK293 cells, Fluo-4 calcium fluorescence, agonist mode; hits give high values | B-score at 10 µM | 0.44% of 310,000 active;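 active means calcium response B-score plate-corrected fluorescence ratio at least 3 library SD, with starting fluorescence B-score inside 5 SD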
#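 Assay system: stable human MrgX1 HEK293 cell line. Quantity: 15,000 cells per well. Schedule: cells plated overnight, dye loaded 0.5 h 37 °C, 0.5 h room temperature. Detection: Fluo-4 NW calcium-flux fluorescence, kinetic read. Read-out basis: peak-minus-minimum fluorescence over baseline, converted to B scores. Control set: positive and negative control wells on each plate.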
# RGS4 act – potentiators or activators of RGS4; B-score at 10 µM; AID 463111; 0.92% of 310,000 active; HEK293 M3R/inducible RGS4, carbachol calcium flux Fluo4; hits give low values;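 active means B-score of the integrated calcium signal more than 4 SD below the library mean, with starting fluorescence not abnormally high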;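 further: negative B-score means reduced calcium response which marks RGS4 activation or potentiation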
#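 System – HEK293 FlpIn-TREx cells, stable M3R, doxycycline-inducible RGS4 · Reagent – ECmax carbachol challenge · Times – compound preincubation 20 min at room temperature before agonist · Technique – Fluo4 fluorescence kinetic imaging of calcium · Measure – B score of integrated Fluo4 ratio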
# Numbers without * were called inactive; i = inactive; x = no result given.
SMILES,KCNQ1 pot,RGS4 inh,KCNQ1 block,KCNK3 inh,KCNK9 block,hERG protect,ANO1 block,TMEM16A act,MrgX1 allo act,MrgX1 agonist,RGS4 act
COc1ccccc1C(=O)Nc1c(C(=O)N(CCN(C)C)Cc2ccco2)oc2ccccc12,i,i,i,-11.1*,i,-31.5,i,i,i,i,i
COCCNC(=O)c1cccc(OC2CCN(Cc3ccccc3OCCO)CC2)c1,i,i,i,i,i,-10.8,i,i,i,i,i
COc1cccc(CN(C)Cc2nc3cc(C(F)(F)F)ccc3c(=O)[nH]2)c1,i,i,i,i,i,-8.3,i,i,i,i,i
N#Cc1c(NC(=O)/C=C/c2ccco2)sc2c1CCCC2,i,i,i,i,i,-0.3,i,i,i,i,i
COc1ccccc1CNC(=O)CCNS(=O)(=O)c1cccc2nonc12,i,i,i,i,i,-4.0,i,i,i,i,i
COc1ccccc1CNS(=O)(=O)c1c(C(=O)N2CCCCC2)c(C)n(C)c1C,i,i,i,i,i,-7.9,i,i,i,i,i
CN(CC(=O)NCCc1ccc(S(N)(=O)=O)cc1)c1ccccc1,i,i,i,i,i,-10.9,i,i,i,i,i
Cc1ccc(C)c(NC(=S)N(Cc2ccco2)C(C)c2cccs2)c1 (stereo not drawn),i,i,i,i,i,-9.2,i,i,i,i,i
Cc1nc(SCC(O)CCl)c([N+](=O)[O-])[nH]1 (stereo not drawn),i,i,i,i,i,-7.8,i,i,i,i,i
CCOC(=O)c1sc(=S)n(-c2ccc(OC)cc2)c1C,i,i,i,i,i,-6.6,i,i,i,i,i
Oc1ccc(N2CCN(C(=S)NCCc3ccccc3)CC2)cc1,i,i,i,i,i,-5.7,i,i,i,i,i
O=C(NCCCNc1ccc(C(F)(F)F)cc1[N+](=O)[O-])c1cc(F)c(F)cc1Cl,i,i,i,i,i,-2.6,i,i,i,i,i
COc1ccc(CCNC(=O)CS(=O)Cc2nc(-c3ccccc3Cl)oc2C)cc1OC (stereo not drawn),i,i,i,i,i,-7.8,i,i,i,i,i
CCc1cc2c(=O)n(CC(=O)NCCc3ccc(OC)c(OC)c3)cnc2s1,i,i,i,i,i,-10.0,i,i,i,i,i
CCCSc1ccc([C@@H]2[C@@H]3C(=O)N(C)C(=O)[C@@H]3[C@]3(C(=O)OC)CCCCN23)cc1OC,i,i,i,i,i,-7.6,i,i,i,i,i
O=C(NCCCCCCNC(=O)N1CCCCCC1)N1CCCCCC1,i,i,i,i,i,-7.3,i,i,i,i,i
COc1ccc(-n2nc3c(c2NC(=O)c2cc(Br)ccc2Cl)CS(=O)C3)cc1 (stereo not drawn),i,i,i,i,i,-4.3,i,i,i,i,i
S=C(N/N=C/c1ccc2ncccc2c1)Nc1cccnc1,i,i,i,i,i,-9.7,i,i,i,i,i
CN(C(=O)C1CCC(=O)N(CCc2ccc(Cl)cc2)C1)C1CCOCC1 (stereo not drawn),i,i,i,i,i,-4.3,i,i,i,i,i
COCCN1C(=O)c2ccccc2C(C(=O)NCc2ccco2)C1c1c[nH]c2ccccc12 (stereo not drawn),i,i,i,i,i,-8.4,i,i,i,i,i
Cc1cc(C)cc(NC(=O)c2sc3nc(C)cc(C)c3c2N)c1,i,i,i,i,i,-9.7,i,i,i,i,i
CCN(Cc1ccc(C#CCCO)cc1)CC1CCCN(CCc2cccc(F)c2)C1 (stereo not drawn),i,i,i,i,i,-4.0,i,i,i,i,i
O=c1c(S(=O)(=O)c2ccc(Cl)cc2)cn(Cc2cccc(F)c2)c2ccc(F)cc12,i,i,i,i,i,-11.2,i,i,i,i,i
Cc1ccc(C(=O)Nc2c(C(=O)NCc3ccco3)cnn2-c2ccccc2)cc1,i,i,i,i,i,-4.7,i,i,i,i,i
COC(=O)c1ccccc1NC(=O)CSc1nc(C)cc(C)n1,i,i,i,i,i,-8.9,i,i,i,i,i
CCc1cc(OCCCCNCc2ccccc2)ccc1Cl,i,i,i,i,i,-20.2,i,i,i,i,i
Cc1ccccc1S(=O)(=O)Cc1ccc(C(=O)N2CCN(c3ccccc3F)CC2)o1,i,i,i,i,i,-21.9,i,i,i,i,i
CCCCC(=O)OCC(=O)c1[nH]c(C)c(C(=O)OCC)c1C,i,i,i,i,i,-8.0,i,i,i,i,i
O=C(NCCO)/C(=C/c1ccc2c(c1)OCO2)NC(=O)c1ccc(Br)cc1,i,i,i,i,i,-13.7,i,i,i,i,i
Cc1ccc(OCCC(=O)OCC(=O)NCCc2ccccc2)cc1,i,i,i,i,i,-12.1,i,i,i,i,i
COc1cc(C=O)ccc1OCCSc1ccc(C)cc1,i,i,i,i,i,-4.1,i,i,i,i,i
Cc1ccc2c(c1)NC(=O)C(CC(=O)NCCCN1CCN(c3cc(Cl)ccc3C)CC1)O2 (stereo not drawn),i,i,i,i,i,-17.8,i,i,i,i,i
Cc1ccc(Oc2ccc(NC(=O)CCC(=O)OCC(=O)c3cccs3)cc2)cc1C,i,i,i,i,i,-15.8,i,i,i,i,i
CC1(C)NC(=O)N(c2ccccc2Cl)C1(C)NO (stereo not drawn),i,i,i,i,i,-17.6,i,i,i,i,i
CN(CC(=O)N1CCN(c2cccc(Cl)c2)CC1)S(=O)(=O)c1cnc[nH]1,i,i,i,i,i,-9.0,i,i,i,i,i
COc1ccccc1NC(=O)C1C2CCCCC21 (stereo not drawn),i,i,i,i,i,-10.9,i,i,i,i,i
COc1cc(/C=C2\C(=N)N3N=CSC3=NC2=O)ccc1OS(=O)(=O)c1ccccc1,i,i,i,i,i,-30.2,i,i,i,73*,i
CNC(=O)C1CC(=O)N(c2ccc(C)cc2)C1 (stereo not drawn),i,i,i,i,i,-11.8,i,i,i,i,i
O=C(CC(NCc1ccccn1)C(=O)O)Nc1ccccc1Cl (stereo not drawn),i,i,i,i,i,-4.4,i,i,i,i,i
CCCc1nnc(NC(=O)CCC(=O)Nc2ccc(Br)cc2)s1,i,i,i,i,i,-1.3,i,i,i,i,i
CC(Oc1ccc(Br)cc1)C(=O)N1CCc2ccccc21 (stereo not drawn),i,i,i,i,i,-11.6,i,i,i,i,i
O=C(CNCC1CCCO1)Nc1ccccc1N1CCOCC1 (stereo not drawn),i,i,i,i,i,-4.7,i,i,i,i,i
O=C(COC(=O)c1cc(Cl)ccc1O)NCCNC(=O)COC(=O)c1cc(Cl)ccc1O,i,i,i,i,i,-2.2,i,i,i,i,i
Cn1c(CNC(=O)c2ccccc2)nnc1SCC(=O)N1CCN(c2ccccc2)CC1,i,i,i,i,i,-3.9,i,i,i,i,i
CC(C)(C)OC(=O)N1CCNc2ccccc2C1,i,i,i,i,i,-1.9,i,i,i,i,i
Cc1ccc(-c2nnn(C(C)C(=O)N3c4ccccc4CCc4ccccc43)n2)cc1 (stereo not drawn),i,i,6*,i,i,-5.5,i,i,i,i,i
O=C(CCSc1ccccc1)Nc1nc2c(s1)COc1ccccc1-2,i,i,i,-9.38*,i,-20.6,i,i,i,i,i
COC(=O)c1cc(OC)c(OC)cc1NCC(=O)Nc1cccc(C(F)(F)F)c1,i,i,i,i,i,-14.5,i,i,i,i,i
COc1ccc(C(=O)NCCNc2ncc(C(F)(F)F)cc2Cl)cc1[N+](=O)[O-],i,i,i,i,i,-12.8,i,i,i,i,i
CC1CCCCN1CCNC(=O)c1ccc2c(c1)N(Cc1cccc(Cl)c1)C(=O)c1ccccc1S2=O (stereo not drawn),i,i,i,i,i,-9.5,i,i,i,i,-8.25*
O=C(c1ccco1)N1N=C(c2ccccc2)CC1c1ccc2nccnc2c1 (stereo not drawn),i,i,i,i,i,-6.0,i,i,i,i,i
Cc1cccc(CN2C(=O)N/C(=C/c3ccc(C)s3)C2=O)c1,i,i,i,i,i,-4.9,i,i,i,i,i
Cc1cc(NC(=O)CCC(=O)N(CCC(C)C)C(C(=O)NCC2CCCO2)c2ccccc2C)no1 (stereo not drawn),i,i,i,i,i,-6.2,i,i,i,i,i
CC(C)(C)n1nnnc1CN(Cc1cccnc1)Cc1ccccc1Cl,i,i,i,i,i,-12.6,i,i,i,i,i
CC(C)CNC(=O)c1cc(-c2ccc(Br)cc2)on1,i,i,i,i,i,-12.5,i,i,i,i,i
CCc1c(C)nc2nc(NC(C)=O)[nH]n2c1=O,i,i,i,i,i,-5.5,i,i,i,i,i
Cn1cc(S(=O)(=O)c2ccccc2)c(=O)c2cc(Cl)ccc21,i,i,i,i,i,-13.7,i,i,i,i,i
O=C(NCc1ccc(S(=O)(=O)NC2CCCCC2)s1)c1ccccc1,i,i,i,i,i,-9.4,i,i,i,i,i
O=C(NCc1ccc(OC(F)(F)F)cc1)C12CN(Cc3ccccc3)CC1C(c1cccc([N+](=O)[O-])c1)=NO2 (stereo not drawn),i,i,i,i,i,-5.7,i,i,i,i,i
COc1ccc(CCNC(=O)C2CCN(C(=O)NC3CCCCC3)CC2)cc1,i,i,i,i,i,-13.7,i,i,i,i,i

# The results go on.
SMILES,KCNQ1 pot,RGS4 inh,KCNQ1 block,KCNK3 inh,KCNK9 block,hERG protect,ANO1 block,TMEM16A act,MrgX1 allo act,MrgX1 agonist,RGS4 act
CC1(C)CC(=O)C2=C(C1)N(c1cccnc1)C(N)=C(C#N)C2c1cccs1 (stereo not drawn),i,i,i,i,i,-11.8,i,i,i,i,i
COc1ccccc1C(=O)NC(=O)COC(=O)c1ccco1,i,i,i,i,i,-11.5,i,i,i,i,i
COc1ccc(S(=O)(=O)NC(C)C(=O)NCCN2CCOCC2)cc1Cl (stereo not drawn),i,i,i,i,i,-5.3,i,i,i,i,i
O=C(c1cccc([N+](=O)[O-])c1)N1CCN(Cc2ccccc2)CC1,i,i,i,i,i,-4.2,i,i,i,i,i
CC(=O)c1ccc(Nc2c([N+](=O)[O-])ccc3nonc23)cc1,i,i,i,i,i,-4.0,i,x,i,i,i
Cc1nc2c(-c3ccc(F)cc3)cnn2c(N)c1-c1ccc(F)cc1,i,i,i,i,i,-4.6,i,i,i,i,i
